# Screening results (PubChem)
# NIH3T3 tox = cytotoxic compounds in NIH 3T3 cells | NIH 3T3 viability, CellTiter-Glo ATP luminescence, 48-72 h | Potency, µM (titrated, usually from 96.7 µM), inactives show at the top dose activity change, negative = cytotoxicity, actives largely listed as inhibitors | 94,000 tested, 4.3% active; also: potency is read from the fitted curve at half-maximal effect; nearly all actives have a fitted effect of over 55% in size
#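 Cytotoxicity was measured by CellTiter-Glo ATP luminescence after 48 or 72 h compound exposure at 37 °C. Mouse NIH 3T3 fibroblasts were seeded at 400 cells/well and dosed by 23 nL pin transfer.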
# HEK293 viab = reduces viability of HEK-293 SNCA reporter cells. HEK-293-SNCA-luc viability, GF-AFC fluorescence, 24 h. Potency, µM (titrated, usually from 57.1 µM), for the others: top-dose activity change, negative = cytotoxicity, actives largely listed as cytotoxic. 150,000 tested, 0.12% active;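 also: potency is read from the fitted curve at half-maximal effect; 0% = DMSO-treated cells and -100% = medium-only wells without cells; nearly all actives have a fitted effect of over 30% in size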
#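 HEK-293-SNCA-luc cells (1500/well) plated 24 h, then exposed 24 h to a dilution series; GF-AFC added 30 min at 37C, fluorescence 405/540 nm; normalised to medium-only and DMSO wells, Hill fit.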
# HEK293 tox = kills HEK 293 cells | HEK 293 viability, ATP luminescence (CellTiter-Glo), 48-72 h | Potency, µM (top dose mostly 115 µM), inactives show top-dose activity change, negative = cytotoxicity, actives largely listed as inhibitors | 94,000 tested, 6.6% active; also: potency is read from the fitted curve at half-maximal effect; nearly all actives have a fitted effect of over 60% in size
#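 Pintool-delivered compounds were incubated with HEK 293 cells (250 cells/well) at 37 degree Celsius for 48 or 72 hr. ATP-dependent luminescence (CellTiter-Glo) then reported remaining viable cells.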
# Luciferase inh = blocks purified firefly luciferase enzyme activity. P08659. purified P. pyralis luciferase, luminescence, biochemical. Potency, µM (series often up to 115 µM), for the others: at the highest dose activity change, negative = inhibition, hits mostly inhibitors. 76,000 tested, 2.5% active; also: potency is read from the fitted curve at half-maximal effect; nearly all actives have a fitted effect of over 65% in size
# Target sequence (P08659 whole entry, looked up): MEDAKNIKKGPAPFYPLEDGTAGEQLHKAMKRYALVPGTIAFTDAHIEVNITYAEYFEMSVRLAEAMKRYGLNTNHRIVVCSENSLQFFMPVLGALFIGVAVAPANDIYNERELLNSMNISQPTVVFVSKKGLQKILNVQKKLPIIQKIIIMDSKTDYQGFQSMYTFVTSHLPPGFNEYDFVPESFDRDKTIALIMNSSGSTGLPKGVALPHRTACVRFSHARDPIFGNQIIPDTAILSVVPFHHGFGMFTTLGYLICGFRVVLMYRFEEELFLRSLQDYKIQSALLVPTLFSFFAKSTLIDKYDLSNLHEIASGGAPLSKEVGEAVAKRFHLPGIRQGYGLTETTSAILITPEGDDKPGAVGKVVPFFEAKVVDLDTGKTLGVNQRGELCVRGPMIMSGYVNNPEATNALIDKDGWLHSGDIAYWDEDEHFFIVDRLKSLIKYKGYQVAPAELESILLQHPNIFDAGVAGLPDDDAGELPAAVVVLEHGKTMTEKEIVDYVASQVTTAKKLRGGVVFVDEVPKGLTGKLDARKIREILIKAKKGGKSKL
#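 Inhibitors were tested against purified firefly luciferase in a biochemical, low-substrate format (both substrates at 10uM) and luminescence measured with a CCD imager.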
# IP6K1 inh = inhibitors of human IP6K1 | IP6K1 kinase, ADP-Glo luminescence, 2 h; stronger effect = lower value | 140,000 tested, 0.81% active | activity change, % (series mostly up to about 58 µM) | Q92551 | AID 1645851; in the data active = activity change below about -25%
#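 ADP-Glo luminescence measures ADP made by human IP6K1 during a 2 h RT reaction with ATP/IP6 (mix at 1.3 mM/130 uM); top library doses 57.5 and 19.1 uM final.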
# GPT2 inh = blocks human glutamate pyruvate transaminase 2 | Potency, µM (top dose mostly 57.7 µM), inactives show at the highest dose activity change, negative = inhibition, most hits filed as inhibitors | Q8TD30 | 100,000 tested, 0.25% active | Recombinant GPT2, coupled pyruvate oxidase/HRP Amplex Red fluorescence | AID 1671188; also: potency is read from the fitted curve at half-maximal effect; nearly all actives have a fitted effect of over 60% in size; many of its hits are not listed in these tables
# Target sequence (Q8TD30 whole entry, looked up): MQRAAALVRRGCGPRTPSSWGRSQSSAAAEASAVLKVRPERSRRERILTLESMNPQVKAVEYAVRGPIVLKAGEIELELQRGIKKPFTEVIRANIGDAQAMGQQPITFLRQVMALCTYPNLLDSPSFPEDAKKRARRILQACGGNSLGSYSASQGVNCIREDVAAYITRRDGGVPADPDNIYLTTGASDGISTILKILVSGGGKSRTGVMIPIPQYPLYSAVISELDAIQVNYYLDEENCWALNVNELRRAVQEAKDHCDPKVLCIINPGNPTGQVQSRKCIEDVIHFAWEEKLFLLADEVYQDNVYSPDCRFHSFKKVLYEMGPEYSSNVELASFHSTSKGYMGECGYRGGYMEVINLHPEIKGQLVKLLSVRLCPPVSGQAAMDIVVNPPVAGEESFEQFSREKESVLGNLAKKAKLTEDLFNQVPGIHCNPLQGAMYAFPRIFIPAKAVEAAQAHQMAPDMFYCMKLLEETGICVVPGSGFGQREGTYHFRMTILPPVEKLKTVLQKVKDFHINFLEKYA
#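 Fluorescence read-out: pyruvate from GPT2 turnover coupled to pyruvate oxidase, HRP and Amplex Red (0.2mM ThPP, 0.2U/mL PO and HRP, 50uM Amplex final). Substrates 250uM a-KG, 2mM L-alanine; enzyme 10ng/uL; 30 min RT.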
# SNCA expr inh = SNCA gene expression inhibition; HEK-293 SNCA-luciferase knock-in, luminescence, 24 h; Potency, µM (doses to about 57.2 µM), for the others: at the highest dose activity change, negative = inhibition, actives largely listed as inhibitors; 140,000 tested, 0.17% active; AID 1671194;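 also: potency is read from the fitted curve at half-maximal effect; plate controls were DMSO cells for no effect and cell-free wells for full effect; nearly all actives have a fitted effect of over 45% in size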
# * = called active by the depositor; i = inactive; ? = inconclusive; . = no result given; [ ] = another dose, or the depositor's remark. Unless noted, calls follow the shape of the dose curve; as a rule, active = well fitted curve in the direction sought with a large enough effect; inconclusive = small, poorly fitted or top-dose-only effect, or another doubt; inactive = no such curve, though single readings can be large; an effect the other way counts as inactive or inconclusive. Unless noted, % is scaled to controls: 0 for no effect and ±100 for the full control effect. Only part of the results is shown (hit frequency here may not be typical).
SMILES	NIH3T3 tox	HEK293 viab	HEK293 tox	Luciferase inh	IP6K1 inh	GPT2 inh	SNCA expr inh
O=C(CCn1ccn2nc3c(c2c1=O)CCCC3)Nc1ccc(F)c(F)c1	-28%	-16%	?	4%	-8	i	4%
Cc1ccc(CN2CCCn3nc(C(=O)NCCN(C)C)cc3C2=O)cc1	.	?	.	.	12	.	17%
COc1ccc(CCNC(=O)CCc2c(C)nc3cc(-c4cccc(F)c4)nn3c2C)cc1OC	.	-10%	.	.	18	.	?
COc1ccc(Nc2cc3c(cn2)NCCN(Cc2ccccc2)C3)cn1	?	-3%[87.6 µM]	?	5%[172 µM]	-25*	?	?
O=C1CO[C@H](c2ccc(NS(=O)(=O)Cc3ccccc3)cc2)[C@@H](CO)N1C1CCOCC1	i	6%	4%	1%	-6	-7%	6%
CC(=O)NCc1ccc(-c2cc(NC3CCCC3)nc3[nH]ccc23)nc1	-19%	3%	-28%	3%	-5	2%	27%
COc1ccc(NC(=O)Cn2c(=O)n(-c3ccc(C)cc3)c(=O)c3c2c2cc(C)ccc2n3C)cc1	.	-2%	.	.	16	.	3%
COC(=O)c1scc(-c2ccc(C)cc2)c1S(=O)(=O)N1CCN(c2ccccc2)CC1	.	-13%	.	.	28	.	-24%
Cn1nccc1C(=O)N1CCC(n2nccc2NC(=O)CCOc2ccccc2)CC1	-6%	-2%	-15%	?	5	5%	49%[activator]
c1cc(-c2cnc([C@@H]3COCCN3C3CCCCC3)[nH]2)ccn1	-14%[138 µM]	1%[87.6 µM]	1%[172 µM]	4%[172 µM]	13	i	7%[87.6 µM]
O=C(Cn1ccn2nc(-c3ccccc3)c(CO)c2c1=O)Nc1ccc2c(c1)CCC2	?	-26%	?	-1%	11	?	?
CCOC(=O)c1ccc(NC(=O)CSc2cc(-c3ccccc3)nc(C)n2)cc1	.	-1%	.	.	-17	.	-10%
CCCCN(C)C(=O)C1CCCN(c2ncnc3onc(-c4ccc(F)cc4)c23)C1 (stereo not given)	.	-13%	.	.	-5	.	15%
O=C(Nc1ccc(Cl)cc1)N1CCC2(CC1)CCN(Cc1cccs1)c1ccccc1O2	?	-27%	?	0%	-12	i	?
Cc1cccc(-c2nc3ccc(C(=O)NC4CCCCC4)cc3o2)n1	-6%	1%	i	.	10	-2%	10%
Fc1ccccc1Nc1c2c(nc3ccccc13)CCC2	.	-25%	.	.	-1	.	?
COc1cccc(C2CNC(=O)c3nc(-c4ccc(C(=O)N(C)C)o4)[nH]c3C2)c1 (stereo not given)	?	-12%	?	-6%	12	?	7%
C=CCN(C)C(=O)[C@@H](C)C1CC[C@@]2(C)Cc3sc(CSc4ccccc4)nc3[C@@H](C)[C@@H]2[C@H]1O (stereo not given in full)	-34%	-3%	-9%	-15%	-7	-17%	68%[activator]
O=C(c1ccc2[nH]ccc2c1)N1CCC2(CC1)N=C(c1ccc(Br)cc1)NO2	?	-1%	?	-4%	-5	i	21%
CC(C)c1cc2c(cc1S(=O)(=O)O)[C@@]1(C)CCC[C@@](C)(C(=O)O)[C@@H]1CC2	.	11%[23.9 µM]	.	.	-3	5%	-40%[25.6 µM]

# Reformatted with two lines to a compound: entries from further up.
# Second line of a record: NIH3T3 tox	HEK293 viab	HEK293 tox	Luciferase inh	IP6K1 inh	GPT2 inh	SNCA expr inh
> Cn1nccc1C(=O)N1CCC(n2nccc2NC(=O)CCOc2ccccc2)CC1
  -6%	-2%	-15%	?	5	5%	49%[activator]
> c1cc(-c2cnc([C@@H]3COCCN3C3CCCCC3)[nH]2)ccn1
  -14%[138 µM]	1%[87.6 µM]	1%[172 µM]	4%[172 µM]	13	i	7%[87.6 µM]
> O=C(Cn1ccn2nc(-c3ccccc3)c(CO)c2c1=O)Nc1ccc2c(c1)CCC2
  ?	-26%	?	-1%	11	?	?
> CCOC(=O)c1ccc(NC(=O)CSc2cc(-c3ccccc3)nc(C)n2)cc1
  .	-1%	.	.	-17	.	-10%
> CCCCN(C)C(=O)C1CCCN(c2ncnc3onc(-c4ccc(F)cc4)c23)C1 (stereo not given)
  .	-13%	.	.	-5	.	15%
> O=C(Nc1ccc(Cl)cc1)N1CCC2(CC1)CCN(Cc1cccs1)c1ccccc1O2
  ?	-27%	?	0%	-12	i	?
> Cc1cccc(-c2nc3ccc(C(=O)NC4CCCCC4)cc3o2)n1
  -6%	1%	i	.	10	-2%	10%
> Fc1ccccc1Nc1c2c(nc3ccccc13)CCC2
  .	-25%	.	.	-1	.	?
> COc1cccc(C2CNC(=O)c3nc(-c4ccc(C(=O)N(C)C)o4)[nH]c3C2)c1 (stereo not given)
  ?	-12%	?	-6%	12	?	7%
> C=CCN(C)C(=O)[C@@H](C)C1CC[C@@]2(C)Cc3sc(CSc4ccccc4)nc3[C@@H](C)[C@@H]2[C@H]1O (stereo not given in full)
  -34%	-3%	-9%	-15%	-7	-17%	68%[activator]
> O=C(c1ccc2[nH]ccc2c1)N1CCC2(CC1)N=C(c1ccc(Br)cc1)NO2
  ?	-1%	?	-4%	-5	i	21%
> CC(C)c1cc2c(cc1S(=O)(=O)O)[C@@]1(C)CCC[C@@](C)(C(=O)O)[C@@H]1CC2
  .	11%[23.9 µM]	.	.	-3	5%	-40%[25.6 µM]

# (further entries)
SMILES	NIH3T3 tox	HEK293 viab	HEK293 tox	Luciferase inh	IP6K1 inh	GPT2 inh	SNCA expr inh
O=C(CCC1CCN(C(=O)c2ccccc2)CC1)Nc1cccc(Cl)c1	?	0%	?	-4%	25	1%	-21%
Cc1nn(CC(=O)NC2CC(c3nnc(CN(C)C)n3C)C2)c(C)c1Cl (stereo not given)	0%	2%	-2%	-2%	31	-3%	6%
CC1CCn2c(nc3cc(C(=O)NCc4ccc(F)cc4)ccc32)C1 (stereo not given)	.	8%	.	.	6	.	37%[activator]
Cc1ccc(S(=O)(=O)NCCn2c(C)cnc2C2CCC2)c(C)c1	-14%	1%	?	13%	-8	i	12%
O=C(NC1CCCC1)c1cccc2c1CCN2S(=O)(=O)c1ccccc1F	35µM*	-21%	?	-8%	-3	-1%	-23%
Cn1ncc2c(C(=O)NCc3ccc4c(c3)OCO4)cc(-c3ccc(C(F)(F)F)cc3)nc21	?	.	1%	.	-2	.	.
Cc1ccccc1CNC(=O)CCC(=O)N1CCSc2ccccc21	.	6%	.	.	8	.	-12%
CC1Cc2cc(S(=O)(=O)NCc3ccccc3Cl)ccc2N1C(=O)C1CCC1 (stereo not given)	.	0%	.	.	14	.	-3%
COc1ccc(OC)c(NC(=O)Cc2c(C)n(C(=O)c3ccc(Cl)cc3)c3ccc(OC)cc23)c1	.	-1%	.	.	40	.	?
C=C(CC)C(=O)c1ccc(OCC(=O)O)c(Cl)c1Cl	.	18%[23.9 µM]	.	.	-4	4%	-36%[25.6 µM]
CCOC(=O)c1sc(N2C(=O)c3oc4cc(C)c(C)cc4c(=O)c3C2c2cccc(O)c2)nc1C (stereo not given)	.	4%	.	.	-8	.	6%
O=C1NC2(CCCN(C(=O)c3ccccn3)C2)Oc2ccccc21 (stereo not given)	-8%[138 µM]	1%[87.6 µM]	0%[172 µM]	-19%[172 µM]	34	2%[88.5 µM]	39%[activator][87.6 µM]
Cc1ccccc1C(=O)N1CCc2c(nc3cc[nH]n3c2=O)C1	?	10%	8%	1%	13	i	-9%
Cc1cnc(CCNC(=O)c2n[nH]c3ccccc23)n1C1CC1	-9%	-2%	i	0%	12	i	-18%
C[S+](=O)([O-])CCn1ncc2cc(OCC3CCN(CCC(F)(F)F)CC3)ccc21	-4%[138 µM]	3%[87.6 µM]	?	?	1	1%[88.5 µM]	-7%[87.6 µM]
CCn1nc(C)c2c(-c3ccccc3)cc(=O)n(C(C)C(=O)NCc3ccc(C)cc3)c21 (stereo not given)	.	3%	.	.	-17	.	-16%
COc1cccc(CN2CC[C@@H](CO)N(C)c3cccnc3C2)c1	-1%[138 µM]	4%[87.6 µM]	i	8%[172 µM]	-13	-3%[88.5 µM]	-6%[87.6 µM]
CCN1CCC2(CC1)Cc1ccccc1CN(S(=O)(=O)c1ccccc1)C2	32µM*	-5%	-24%	.	0	0%	-6%
Cn1cc2c3c(cccc31)CN(C(=O)c1ccccc1F)CC2	-20%	7%	?	-1%	2	i	2%
O=C(CCSCc1cnn(-c2ccccc2)c1-n1cccc1)NCc1ccccc1Cl	.	-5%	.	.	15	.	?

# Two entries from above in another layout.
O=C(CCn1ccn2nc3c(c2c1=O)CCCC3)Nc1ccc(F)c(F)c1
- NIH3T3 tox: -28%
- HEK293 viab: -16%
- HEK293 tox: ?
- Luciferase inh: 4%
- IP6K1 inh: -8
- GPT2 inh: i
- SNCA expr inh: 4%
Cc1ccc(CN2CCCn3nc(C(=O)NCCN(C)C)cc3C2=O)cc1
- NIH3T3 tox: .
- HEK293 viab: ?
- HEK293 tox: .
- Luciferase inh: .
- IP6K1 inh: 12
- GPT2 inh: .
- SNCA expr inh: 17%

# (further entries)
SMILES	NIH3T3 tox	HEK293 viab	HEK293 tox	Luciferase inh	IP6K1 inh	GPT2 inh	SNCA expr inh
COc1cccc([S+](=O)([O-])N2CCC(N3C(=O)c4c(c(C)nn4-c4ccccc4)C3C)CC2)c1 (stereo not given)	-13%	.	-25%	.	7	.	.
CN1C(=O)C2(CCN(S(=O)(=O)c3ccccc3)C2)c2ccccc21 (stereo not given)	?	-23%[87.6 µM]	?	-6%[172 µM]	-11	i	10%[87.6 µM]
O=C(c1cc(-c2cccs2)[nH]n1)N1CCc2nc3cc[nH]n3c(=O)c2C1	-3%	-1%	7%	?	0	-12%	1%
Cc1ccccc1C(=O)N1CCCC(C(=O)N2CCC(c3nc4ccncc4[nH]3)C2)C1 (stereo not given)	-24%	0%	-6%	.	35	3%	-15%
O=C(NCc1ccccc1Cl)c1ccc2nc(Cc3ccccc3)oc2c1	.	3%	.	.	14	.	45%[activator]
CN(C)C(=O)N1CCN(c2nc3ncccc3o2)CC1	-25%[138 µM]	2%[87.6 µM]	-11%[172 µM]	-8%[172 µM]	25	i	-4%[87.6 µM]
CCOC(=O)CC(NC(=O)Cn1nnc(-c2ccccc2Cl)n1)c1ccc(OC)cc1 (stereo not given)	.	-1%	.	.	-4	.	-23%
CC(C)Cn1c(=O)c(C(=O)NC(C)C)nc2cccnc21	-25%[138 µM]	12%[87.6 µM]	-3%[172 µM]	.	6	i	3%[87.6 µM]
CCNc1nc2c(c(=O)n(C)c(=O)n2C)n1Cc1ccc(F)cc1	.	-11%	.	.	29	.	-1%
COc1cccc(CNC(=O)C2CCc3nnc(C4CCN(C(C)=O)CC4)n32)c1 (stereo not given)	-21%	5%	1%	.	1	-6%	-13%
COc1ccc2c(C)c(-c3nc(C4CCOC4)no3)oc2c1 (stereo not given)	?	5%	?	13µM*	-3	2%	67%[activator]
Cn1c(=O)c2c(nc(SCC(=O)Nc3ccc(F)cc3F)n2Cc2ccccc2)n(C)c1=O	.	13%	.	.	2	.	31%[activator]
COc1cccc(CN2CCOC3(CCN(Cc4ccc(OC)nc4)CC3)C2=O)c1	-17%[138 µM]	?	?	2%[172 µM]	5	i	18%[87.6 µM]
